PfHsp40 rescue = compounds rescuing yeast from Plasmodium falciparum HSP40 toxicity. 340,000 compounds, 0.68% hits. growth rescue, % at 12.5 µM. S. cerevisiae expressing PfHsp40, growth rescue, ATP luminescence; in the data active = growth rescue above about 28%, passing the limit was not always enough; inconclusive = no clear call, values can overlap the other calls;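 note: yeast W303a lacking pdr1 and pdr3 grown in galactose medium; growth measured after three days at 30 °C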
TcdB GH inh = inhibitors of Clostridioides difficile toxin B glycohydrolase. TcdB glycohydrolase enzymatic assay, plate reader. inhibition, % at 9.99 µM. 350,000 compounds, 0.24% hits; in the data active = inhibition above about 10%
PrPC surface inh = reduces human prion protein on the cell surface; cell surface PrPC, TR-FRET read-out; inhibition, % at 13.8 µM; 370,000 compounds, 0.43% hits; in the data active = inhibition above about 24%; note: 0% = median of the test wells and 100% = reference compound wells
Y pestis TopoI = inhibitors of Yersinia pestis topoisomerase I | Y. pestis Topo-I cleavage product accumulation, plate reader | activity, % at 10 µM | 360,000 compounds, 0.064% hits | AID 504884; in the data active = activity above about 50%, passing the limit was not always enough; inconclusive = no clear call, values can overlap the other calls; note: inactives centre near 2
FadD28 FP inh = blocks FadD28 binding to the bisubstrate probe | AID 588549 | fluorescence polarization | 360,000 compounds, 0.22% hits | inhibition, % at 12.5 µM; in the data active = inhibition above about 8.5%, passing the limit was not always enough; inconclusive = no clear call, values can overlap the other calls
BoNT-A LC inh2 = inhibitors of Botulinum neurotoxin A light chain protease | 360,000 compounds, 0.17% hits | AID 588499 | multiplex microsphere protease substrate cleavage, flow cytometry | inhibition, % at 10 µM; note: plate controls were buffer without enzyme for full effect and enzyme alone for no effect
Anthrax LF inh2 = anthrax lethal factor protease inhibition | multiplex microsphere protease cleavage assay, LF | inhibition, % at 10 µM | 360,000 compounds, 0.12% hits | AID 588501; note: plate controls were buffer without enzyme for full effect and enzyme alone for no effect
CCHF vOTU inh = blocks the CCHF virus ovarian tumor domain protease. CCHFV vOTU protease, Pep-AMC fluorescence. inhibition, % at 11.5 µM. 370,000 compounds, 0.55% hits; in the data active = inhibition above about 30%; note: 0% = vehicle wells with enzyme and 100% = no enzyme wells
BoNT-F LC inh = blocks Botulinum neurotoxin F light chain protease; AID 588497; 360,000 compounds, 0.22% hits; Multiplex microsphere protease cleavage assay, flow cytometry; inhibition, % at 10 µM; in the data active = inhibition above about 35%, passing the limit was not always enough; inconclusive = no clear call, values can overlap the other calls; note: plate controls were buffer without enzyme for full effect and enzyme alone for no effect
Numbers without * were called inactive; ? = inconclusive; nt = not tested or not shown; & = joins results of further samples. Cut-off read from the data, not from the text of the source, unless noted: active = inhibition above about 30%; inconclusive = no clear call, values can overlap the other calls; inactive = below that.

Results follow in this order: PfHsp40 rescue | TcdB GH inh | PrPC surface inh | Y pestis TopoI | FadD28 FP inh | BoNT-A LC inh2 | Anthrax LF inh2 | CCHF vOTU inh | BoNT-F LC inh
1	O=S(=O)(c1ccc(NC(=S)NN=Cc2ccccc2O)cc1)N1CCCCC1
  1.2 | 1.4 | 1 | 8 | 1.2 | 0.6 | -1 | 17 | -14
2	Cc1cc(OCC(=O)N2CCC(C(=O)O)CC2)c2c(C)c(C)c(=O)oc2c1
  6.7 | 0.3 | -4 | -1 | 1.4 | -0.8 | -3 | -12 | -4
3	COc1ccc(-n2c(CCc3ccccc3)n[nH]c2=S)cc1
  -1.6 | 0.2 | 8 | -6 | -1.7 | -0.1 | -8 | -9 | -10
4	CC(Oc1ccc2ccc(=O)oc2c1)C(=O)c1ccccc1 (stereo not given)
  -1.2 | 1.3 | 5 | 2 | -5.0 | 0.0 | 2 | 14 | -4
5	Cc1noc(C)c1CSCC(=O)N(C)CC(=O)Nc1ccccc1Cl
  -0.6 | 0.9 | -2 | 4 | 0.4 | nt | nt | 4 | nt
6	COc1cccc(-c2nn(-c3ccccc3)cc2CNC(C)Cn2cncn2)c1 (stereo not given)
  0.1 | 0.2 | 3 | 22 | -0.5 | -0.6 | -6 | -11 | 0
7	CC1(C(=O)NS(=O)(=O)c2ccc(F)cc2F)CCN1C(=O)CC1CC1 (stereo not given)
  nt | 0.3 | -2 | -6 | -2.3 | -0.2 | 0 | -1 | -3
8	CCOC(=O)/C=C/C(=O)N1CCN(C(=O)/C=C/C(=O)OCC)CC1
  -0.7 | -0.5 | -3 | 8 | 0.9 | 2.1 | -2 | 0 | 7
9	C[C@H]1CN([C@@H](C)CO)C(=O)c2cc(-c3ccccc3F)cnc2O[C@H]1CN(C)C(=O)C1CCOCC1
  nt | 0.2&-1.8 | 1 | 3 | -0.1 | -0.3 | 1 | 9 | -2
10	CCCc1cc(=O)oc2cc(OC(C)C(=O)NCC3CCC(C(=O)O)CC3)c(Cl)cc12 (stereo not given)
  2.4 | 1.1 | -2 | -8 | -2.7 | -0.6 | 0 | -1 | 4
11	COc1ccccc1NC(=O)c1ccc(COc2ccc3c(c2)CCC3)cc1
  -1.0 | 0.7 | -1 | 15 | -2.0 | -1.3 | 2 | 11 | -5
12	CCOC(=O)c1c(C)n(C)c2ccc(OC)c(NC(=O)CN3CCSCC3)c12
  0.3 | nt | -3 | 13 | -2.0 | -1.5 | -6 | -9 | -20
13	O=C(Nc1cccc(F)c1)OC(CN1CCCCC1)C(F)(F)F (stereo not given)
  -0.7 | nt | -4 | 6 | -0.5 | 1.4 | -2 | 16 | 5
14	COc1cc(NS(=O)(=O)c2ccc(NC(=S)NC(=O)C(C)(C)C)cc2)nc(OC)n1
  0.4 | 2.0 | 5 | -3 | -1.5 | 0.0 | 0 | -5 | -8
15	Cc1ccc(N2CC(C(=O)OCc3nnc(-c4ccccc4)o3)CC2=O)cc1 (stereo not given)
  0.6 | 2.3 | 0 | 0 | -3.3 | 3.0 | 0 | -4 | -2
16	N#C/C(=C\c1ccc(OC(F)F)cc1)C(=O)N1CCCCC1
  -0.7 | 0.7 | 4 | 5 | 0.3 | 0.2 | -4 | 8 | 4
17	O=C1OC(c2ccccc2)(c2ccc3cc(O)ccc3c2)c2ccccc21 (stereo not given)
  4.9 | 0.7 | 15 | -1 | -1.0 | 0.4 | 2 | 5 | 1
18	CC(=O)N1CCN(c2ccnc3cc(Cl)ccc23)CC1
  -1.0 | 1.0 | -5 | -2 | -1.7 | ? | -27 | -9 | ?
19	CC1CC(C)CN(S(=O)(=O)c2ccc(C(=O)NNC(=O)c3ccccc3F)cc2)C1 (stereo not given)
  0.1 | 2.1 | -3 | 2 | -2.7 | 8.5 | 0 | 24 | 7
20	CC(C)CCNC(=O)CN1N=C(c2ccc(Cl)cc2)CCC1=O
  -0.5 | 0.7 | 1 | 1 | -1.5 | -0.8 | 3 | -10 | ?
21	CC12CCCCC1=[N+]([O-])CN2O (stereo not given)
  -1.1 | nt | -5 | -1 | 0.0 | 1.2 | 4 | -15 | 6
22	C/C=C/c1ccc(OCC(=O)OCC)c(OC)c1
  -0.6 | 0.7 | -4 | -3 | -1.4 | 0.2 | -5 | 5 | -1
23	CC(=O)Nc1ccc(NC(=O)C2CCCN(S(=O)(=O)c3ccc(-n4cnnn4)cc3)C2)cc1 (stereo not given)
  2.1 | -3.4 | 5 | 1 | -1.4 | 1.9 | -2 | 6 | -2
24	CC(C)(CC1(C)NC(=O)NC1=O)OCc1ccccc1 (stereo not given)
  0.2 | 0.6 | 5 | 6 | -3.7 | -0.1 | -6 | -8 | -2
25	COc1cc(OC)cc(C(=O)NNC(=O)c2ccc(-n3cncn3)c([N+](=O)[O-])c2)c1
  0.3 | 0.0 | -14 | -4 | -1.3 | -5.4 | 1 | 0 | -4
26	CCCCNc1nc2ccccc2nc1Cl
  -0.2 | nt | 3 | 4 | -0.9 | 0.8 | 0 | -9 | -8
27	CCCCn1c(N)c(N(CCOC)C(=O)C2CCN(S(=O)(=O)c3ccccc3)CC2)c(=O)[nH]c1=O
  0.3 | 2.5 | -3 | -4 | -2.6 | 0.4 | -8 | -4 | ?
28	O=c1ccc(-c2ccccc2)n[nH]1
  0.3 | 2.6 | -9 | 5 | 0.8 | 0.9 | -2 | -12 | 6

Of the compounds above, 11 contain a carbonyl joined to an NH by a bond outside any ring:
Results follow in this order: PfHsp40 rescue | TcdB GH inh | PrPC surface inh | Y pestis TopoI | FadD28 FP inh | BoNT-A LC inh2 | Anthrax LF inh2 | CCHF vOTU inh | BoNT-F LC inh
5	Cc1noc(C)c1CSCC(=O)N(C)CC(=O)Nc1ccccc1Cl
  -0.6 | 0.9 | -2 | 4 | 0.4 | nt | nt | 4 | nt
7	CC1(C(=O)NS(=O)(=O)c2ccc(F)cc2F)CCN1C(=O)CC1CC1 (stereo not given)
  nt | 0.3 | -2 | -6 | -2.3 | -0.2 | 0 | -1 | -3
10	CCCc1cc(=O)oc2cc(OC(C)C(=O)NCC3CCC(C(=O)O)CC3)c(Cl)cc12 (stereo not given)
  2.4 | 1.1 | -2 | -8 | -2.7 | -0.6 | 0 | -1 | 4
11	COc1ccccc1NC(=O)c1ccc(COc2ccc3c(c2)CCC3)cc1
  -1.0 | 0.7 | -1 | 15 | -2.0 | -1.3 | 2 | 11 | -5
12	CCOC(=O)c1c(C)n(C)c2ccc(OC)c(NC(=O)CN3CCSCC3)c12
  0.3 | nt | -3 | 13 | -2.0 | -1.5 | -6 | -9 | -20
13	O=C(Nc1cccc(F)c1)OC(CN1CCCCC1)C(F)(F)F (stereo not given)
  -0.7 | nt | -4 | 6 | -0.5 | 1.4 | -2 | 16 | 5
14	COc1cc(NS(=O)(=O)c2ccc(NC(=S)NC(=O)C(C)(C)C)cc2)nc(OC)n1
  0.4 | 2.0 | 5 | -3 | -1.5 | 0.0 | 0 | -5 | -8
19	CC1CC(C)CN(S(=O)(=O)c2ccc(C(=O)NNC(=O)c3ccccc3F)cc2)C1 (stereo not given)
  0.1 | 2.1 | -3 | 2 | -2.7 | 8.5 | 0 | 24 | 7
20	CC(C)CCNC(=O)CN1N=C(c2ccc(Cl)cc2)CCC1=O
  -0.5 | 0.7 | 1 | 1 | -1.5 | -0.8 | 3 | -10 | ?
23	CC(=O)Nc1ccc(NC(=O)C2CCCN(S(=O)(=O)c3ccc(-n4cnnn4)cc3)C2)cc1 (stereo not given)
  2.1 | -3.4 | 5 | 1 | -1.4 | 1.9 | -2 | 6 | -2
25	COc1cc(OC)cc(C(=O)NNC(=O)c2ccc(-n3cncn3)c([N+](=O)[O-])c2)c1
  0.3 | 0.0 | -14 | -4 | -1.3 | -5.4 | 1 | 0 | -4

Compound activity (PubChem)
